# m-calpain inh = inhibitors of pig calpain II, primary screen, biochemical, fluorogenic peptide substrate, 1536-well. purified calpain II, 30 min. inhibition, % at 16 µM. 220,000 compounds, 0.37% hits. AID 1236, 2008;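 active = inhibition above about 50%, limit read from the data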
# EBV gp42 inh = Epstein-Barr virus gp42 inhibitors, primary screen, biochemical, uHTS, fluorescence polarization. 220,000 compounds, 0.42% hits. inhibition, % (tested at 21.74 µM). AID 1085, 2008. Fluorescence polarization binding assay, mP read-out. Glycoprotein 42 (Epstein-Barr virus (strain AG876)), Q1HVG2; in the data active = inhibition above about 50%
# Target sequence (Q1HVG2 whole entry, looked up): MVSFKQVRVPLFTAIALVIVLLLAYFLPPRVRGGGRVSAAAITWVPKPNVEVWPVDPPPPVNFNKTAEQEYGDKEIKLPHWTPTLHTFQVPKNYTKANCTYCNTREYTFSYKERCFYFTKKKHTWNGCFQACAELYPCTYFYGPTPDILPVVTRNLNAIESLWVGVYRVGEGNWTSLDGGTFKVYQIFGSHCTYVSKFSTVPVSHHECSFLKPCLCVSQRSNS
# TNF death inh = inhibitors of TNF-alpha triggered necroptosis, primary screen, cell-based, Jurkat FADD-/-, single concentration; activation (protection from cell death), % at 10 µM; Jurkat FADD-/- TNF necroptosis rescue, ATP luminescence, 24 h; 0 = TNF only, 100 = no-TNF cells; 220,000 compounds, 0.068% hits; AID 463075, 2010;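 active = activation, meaning protection from cell death, of at least 50% relative to plate controls; inactive = activation below 50%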;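 also: necroptosis triggered by 40 ng/mL TNF-alpha added together with compound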
# L929 necroptosis = inhibitors of zVAD-triggered necroptosis, primary screen, L929 cells | L929 zVAD necroptosis rescue, ATP luminescence, 24 h; with zVAD 60 µM | viability rescue, % at 10 µM | 220,000 compounds, 0.38% hits;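 active = activation, scaled between plate controls, above about 75%, limit read from the data; inactive = activation under that limit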;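 also: 0% = zVAD with DMSO and 100% = DMSO alone without zVAD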
# Rad51 HR inh = human RAD51 strand exchange inhibitors, primary screen, biochemical, fluorescence | 200,000 compounds, 0.085% hits | hRad51 DNA strand exchange, fluorescence dequenching | inhibition, % at 10 µM | AID 1385, 2008;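 active = inhibition above 40% at the single screening dose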;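 also: 0% = DMSO control wells and 100% = blanks with heterologous ssDNA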
# Target sequence (Q06609 whole entry, looked up): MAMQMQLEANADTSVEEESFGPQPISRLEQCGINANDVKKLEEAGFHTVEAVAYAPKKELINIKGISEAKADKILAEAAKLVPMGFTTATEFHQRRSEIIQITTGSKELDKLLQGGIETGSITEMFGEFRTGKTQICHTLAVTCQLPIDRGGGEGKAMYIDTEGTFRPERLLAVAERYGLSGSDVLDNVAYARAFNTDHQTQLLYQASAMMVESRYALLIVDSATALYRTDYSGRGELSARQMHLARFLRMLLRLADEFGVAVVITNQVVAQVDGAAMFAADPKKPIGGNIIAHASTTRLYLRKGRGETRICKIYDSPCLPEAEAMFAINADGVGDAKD
#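 Test system: preformed human Rad51 ssDNA filaments. Compound dosing: single dose, 10 µM final compound. Incubation: filaments 15 min 37 °C, then compound 30 min. Technique: FRET fluorescence dequenching, excitation 485 nm, emission 520 nm. Read-out basis: percent inhibition from fluorescence, normalised to plate control and blank means. Benchmarks: plate controls and plate blanks.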
# MDM2 E3 inh = MDM2-luciferase reporter signal enhancers, primary screen, MDM2 E3 ligase inhibitor project, cell-based, luminescence, 1536-well; signal enhancement, % at 5 µM; cell-based MDM2 ubiquitination luciferase reporter, 2 h; 0 = plate control, 100 = twice control, blank-subtracted; E3 ubiquitin-protein ligase Mdm2 (Homo sapiens), Q00987; 210,000 compounds, 0.11% hits; AID 1230, 2008;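 active = signal enhancement of 30% or more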;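 also: luminescence tracks abundance of the self-degrading MDM2-luciferase fusion protein; higher signal means inhibition of MDM2 E3 ligase activity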
# Target sequence (Q00987 whole entry, looked up, the tested form may be a part): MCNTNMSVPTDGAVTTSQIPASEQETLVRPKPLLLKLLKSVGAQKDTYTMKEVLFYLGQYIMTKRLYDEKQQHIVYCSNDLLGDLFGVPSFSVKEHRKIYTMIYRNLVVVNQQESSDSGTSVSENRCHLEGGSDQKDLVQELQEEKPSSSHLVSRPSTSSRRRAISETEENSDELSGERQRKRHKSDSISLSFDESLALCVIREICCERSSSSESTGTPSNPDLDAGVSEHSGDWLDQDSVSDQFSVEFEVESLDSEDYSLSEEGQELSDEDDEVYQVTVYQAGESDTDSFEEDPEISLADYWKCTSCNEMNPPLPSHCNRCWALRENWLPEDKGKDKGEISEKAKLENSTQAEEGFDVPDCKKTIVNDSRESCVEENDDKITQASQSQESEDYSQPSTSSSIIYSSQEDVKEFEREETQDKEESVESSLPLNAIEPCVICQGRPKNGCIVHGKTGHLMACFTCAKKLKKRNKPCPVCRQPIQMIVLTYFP
#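 Test system: stable mammalian line carrying autodegrading MDM2–luciferase fusion reporter; quantity: 2000 cells in each well; times: 4 h cell settling then 2 h compound exposure, 37 °C; detection: luminescence with SteadyLite reagent, 15 min at room temperature; evaluation: percent signal gain over controls, blank-subtracted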
# Cl transport mod = KCC2 cotransporter modulators, thallium flux, primary screen, cell-based, HEK293 KCC2, FluoZin-2 fluorescence, MLSMR. Solute carrier family 12 member 5 (Homo sapiens), Q9H2X9. KCC2 cells, thallium flux FluoZin-2 fluorescence. B-score of Tl+ flux slope (higher = more flux/activation; lower = inhibition) at 10 µM. 190,000 compounds, 2.2% hits;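 active = thallium flux slope and its plate-corrected score both differing from the plate sample mean at a set confidence after two filtering rounds, in either direction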;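 also: slope of fluorescence scaled to starting intensity during 10 to 20 s after thallium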
# eIF4E-4G inh = eIF4E–eIF4G protein interaction inhibitors, primary screen, biochemical, uHTS, TR-FRET, eIF4GI fragment; AID 782, 2007; inhibition, % at 21.7 µM; TR-FRET eIF4E-eIF4GI(517-606) binding, 2 h; 220,000 compounds, 0.37% hits; Eukaryotic translation initiation factor 4E (Mus musculus) + Eukaryotic translation …;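 active = inhibition above about 30%, limit read from the data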;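 also: 0% = full FRET control wells and 100% = background wells lacking eIF4GI fragment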
# PERK inh = block of dimerizer-induced PERK translation repression, primary screen, PERK inhibitor project, CHO PERK-DD cells, SEAP luminescence, HTS; Eukaryotic translation initiation factor 2-alpha kinase 3 (Homo sapiens), Q9NZJ5; 220,000 compounds, 0.17% hits; CHO PERK-DD fusion, SEAP luminescence translation reporter; inhibition, % at 5.6 µM;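 active = inhibition above the mean inhibition of all tested compounds plus 3 SD, set separately per screening campaign, cut at about 2.9% in these data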;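 also: PERK kinase domain activated by AP20187 dimerizer at 100 nM; 0% = DMSO with dimerizer and 100% = rapamycin at 8.4 µM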
# The depositor's hits bear a star; . = not tested or not shown; [ ] = another dose, or the depositor's remark.
SMILES,m-calpain inh,EBV gp42 inh,TNF death inh,L929 necroptosis,Rad51 HR inh,MDM2 E3 inh,Cl transport mod,eIF4E-4G inh,PERK inh
COc1ccc(CCNC(=S)Nc2cc(C)cc(C)c2)cc1,6,5,-12,0.0,.,-13,.,4,-1.8
Cc1noc(C)c1CCC(=O)N1CCCC(CCC(=O)NCc2ccc(F)c(F)c2)C1 (stereo unspecified),-18,-2,0.1,0.4,5,-1,-0.31,2,0.2
Cc1ccc(NC(=O)c2ccc(OC(F)F)cc2)cc1S(=O)(=O)N(C)C,-10,-3,1.5,0.7,-3,14,-0.045,10,-0.8
COc1ccc(-n2c(-c3ccc(Cl)cc3)c[n+]3c2CCc2ccccc2-3)cc1,-9,-5,-3.9,-1.3,-18,-20,-0.64,-4,0.6
Cc1cc(OCC(=O)NCc2ccccn2)cc(C)c1Br,-4,8,0.3,1.4,2,4,0.19,14,-0.6
O=C(CSc1ccccc1)Nc1ccncc1,-11,-18,-2.6,-0.8,-8,-1,0.073,0,0.2
O=C(NNc1ncc(C(F)(F)F)cc1Cl)c1c(Cl)cccc1Cl,1,4,-12,-0.5,1,-19,3.8*,6,-0.5
COc1ccc2c(c1)CC/C(=C\Nc1ccc3c(c1)OCO3)C2=O,33,-23,-2.7,0.0,9,-28,.,-2[fluorescence artefact?],0.2
CN(Cc1ccccc1)C(=O)[C@H]1CCC(=O)N1Cc1ccco1,9,-6,-0.6,0.0,.,-17,-0.12,2,1.1
CC1=CS/C(=C(/C#N)C(=O)N2CCOCC2)N1c1ccccc1,-19,-18,1.7,0.9,5,-3,.,8,0.3
O=S(=O)(c1ccc(Sc2nnc3ccccn23)nc1)N1CCOCC1,1,-4,0.6,1.2,1,-15,.,-5,0.0
Cc1ccc(/C=C/C(=O)NCc2cccs2)o1,-5,-4,1.0,8.5,-9,-6,-0.18,6,1.4
O=C(Nc1nc2c(s1)CN(Cc1ccccc1)CC2)c1cccc(S(=O)(=O)N2CCc3ccccc32)c1,-90,111*,-0.2,0.7,-64,9,3.4*,-128[fluorescence artefact?],-0.9
COc1cc(-c2nnc3sc(-c4cccs4)nn23)cc(OC)c1OC,-75,-1,-7.2,7.7,0,-16,-0.74,-3,-0.4
COc1cc(CNc2ccc3[nH]c(=O)[nH]c3c2)cc(Cl)c1OCC(=O)NC(C)(C)C,-129,8,-2.1,1.0,6,-16,-0.033,2,0.2
OCc1cn(-c2ccccc2)nc1-c1ccc(-c2nn(-c3ccccc3)cc2CO)cc1,-72,3,-3.2,0.8,.,-28,.,0,0.3
O=C(COC(=O)[C@H](Cc1ccccc1)NC(=O)c1cccs1)Nc1c(Cl)cccc1Cl,13,-8,-2.4,-0.9,-11,-13,-0.25,0,0.3
Cc1nc(Nc2nc(CSc3nc4ccccc4[nH]3)cc(=O)[nH]2)nc2ccccc12,-74,5,-11,57,10,-7,-2.3,-10,-0.9
C#CCNc1c(C)c(C)nc2ncnn12,-12,-18,0.0,0.8,-1,1,0.93,-9,0.5
O=C(c1cnccn1)N1CCc2ccccc21,-37,7,-2.5,-0.2,-1,-19,0.36,-1[fluorescence artefact?],1.3
NC(=O)C1CCN(C2CC(=O)N(c3cccc(F)c3)C2=O)CC1 (stereo unspecified),-16,-28,-0.6,0.1,-5,-51,0.2,1,1.4
CC(C)C(=O)c1cn(CC(=O)NCc2ccc3c(c2)OCO3)c2ccccc12,-10,-14,-1.3,-1.0,-10,4,-0.14,1[fluorescence artefact?],-0.3
O=C(c1cccs1)N1CCN(C(=O)c2ccco2)c2ccccc2C1,3,-11,0.1,-0.3,10,2,-0.013,4,0.6
Cc1cccc(N2C(N)=C(C#N)C(C#N)(C#N)C2c2ccccc2)c1 (stereo unspecified),-10,-13,-8.8,-0.2,3,-8,-1.7,7,-0.5
O=S(=O)(N1CCOCC1)n1cnc2ccccc21,-20,-19,-0.1,0.1,.,-20,.,0,0.9

# Records listed above that bear a hit mark in Cl transport mod.
compound | m-calpain inh | EBV gp42 inh | MDM2 E3 inh | Cl transport mod | eIF4E-4G inh | PERK inh
O=C(NNc1ncc(C(F)(F)F)cc1Cl)c1c(Cl)cccc1Cl | 1 | 4 | -19 | 3.8* | 6 | -0.5
O=C(Nc1nc2c(s1)CN(Cc1ccccc1)CC2)c1cccc(S(=O)(=O)N2CCc3ccccc32)c1 | -90 | 111* | 9 | 3.4* | -128[fluorescence artefact?] | -0.9

# The results go on:
SMILES,m-calpain inh,EBV gp42 inh,TNF death inh,L929 necroptosis,Rad51 HR inh,MDM2 E3 inh,Cl transport mod,eIF4E-4G inh,PERK inh
CCc1ccc(Nc2ncnc3nc[nH]c23)cc1,-23,-7,-4.2,0.6,2,-21,0.82,3,-0.8
COc1cc2c(cc1OC)C1=C(C#N)CCC(=O)N1CC2,10,-17,-1.5,0.4,4,-3,-0.15,-1,-0.5
CCc1cc2c(=O)n(CC(C)C)cnc2s1,-6,-11,4.1,0.4,.,-2,0.27,1[fluorescence artefact?],-0.1
CCCSc1ccc2nc(NC(=O)OC)[nH]c2c1,-2,-5,-13,0.1,2,.,-0.47,-8,-0.2
CCOC(=O)N1CCN(C(=O)/C(=C\c2ccc(SC)cc2)NC(=O)c2ccccc2)CC1,-18,-9,4.3,0.1,.,-4,-1,-1,-1.0
CCn1nc(C)c(Oc2ccccc2O)c1C,13,3,-1.3,0.3,1,-15,.,2,0.3
CCOC(=O)CSc1nc(N)c(C#N)c(-c2cccs2)c1C#N,-37,-11,0.2,1.9,-3,10,.,-7,0.0
CCn1c(COc2ccc(C)cc2)nnc1SCC(=O)Nc1ccc2c(c1)OCCO2,-2,-22,0.2,0.0,-5,-10,-1.9,-2,1.3
CC1(C)CC(N2CCCCC2)=CC(=[N+]2CCCCC2)C1,33,-54,-5.7,-1.1,4,-27,-1.4,15,-0.2
CCOC(=O)c1[nH]c2ccc(Br)cc2c1NC(=O)CCN1CCC(C(=O)OCC)CC1,-8,-99,-4.2,0.5,9,-4,-0.0054,6,-0.9
CC(CCc1ccccc1)NC(=O)CN1CCc2ccccc2C1 (stereo unspecified),31,4,0.2,0.5,0,-20,-1.5,2,0.1
O=C(O)CSCCn1cccn1,-28,-23,1.5,1.9,-7,-4,0.5,-11[fluorescence artefact?],1.0
CCCOC(=O)C[N+](C)(C)CCOC1CC2CCC1(C)C2(C)C (stereo unspecified),-15,-14,2.5,0.5,.,-15,1,3,-0.2
CCOC(=O)C1C(c2cccc(F)c2)NC(=S)NC1(O)C(F)(F)F (stereo unspecified),-21,-5,0.2,0.5,11,-13,1.5,-2,0.6
CC(C)(C)OC(=O)N1CCC(NC(=O)c2[nH]cnc2C(=O)N[C@@H](Cc2ccccc2)C(=O)OCc2ccccc2)CC1,33,-1,-2.6,6.6,-2,.,0.39,3,0.9
COc1ccccc1CN1C[C@@H]2C[C@@H](c3ccc(Cl)cc3)N3CCC[C@@]23C1=O,-14,-9,0.8,2.7,1,3,-0.59,0,-0.5
Cc1ccc(NC(=O)c2oc3ccc(S(=O)(=O)N4CCOCC4)cc3c2C)cc1C,-110,0,-0.2,-0.1,3,-2,-0.077,-4,0.3
CN(CCc1ccccc1)Cc1nc(-c2cnccn2)no1,10,10,0.1,1.4,-5,-13,-0.16,-2,0.6
NC(=O)c1c(-c2ccccc2)oc2ccc(O)cc12,12,-9,-0.1,85*,-7,0,0.11,-2,0.3
COc1ccccc1NC(=O)CCSc1nc(C)cc(C)n1,23,2,-0.1,-0.4,-1,-9,-0.49,4,0.0
CC(C)(C)NC(=O)c1cccnc1Sc1ccccc1,10,22,-0.4,-0.4,13,-11,-0.53,3,1.2
Cc1nn(C)c(C(=O)Nc2ccn(C34CC5CC(CC(C5)C3)C4)n2)c1[N+](=O)[O-],11,0,2.4,0.9,11,4,1.2,1,-0.1
Cc1[nH]n(-c2ccccc2)c(=S)c1C=Nc1ccc([N+](=O)[O-])cc1,-11,-19,2.1,-0.2,15,-12,1.9,0,1.3
Cc1nn(C(=O)C2CC2)c(C)c1Sc1ccc(Cl)cc1,33,-8,-2.6,-0.1,4,-5,-0.0062,2,0.5
CC(=O)c1ccc(OCCCC(=O)OCC(=O)N2CCN(c3ccccc3)CC2)cc1,9,-55,-2.5,-0.1,-3,-25,-0.46,-8,-0.7
# (listing goes on)
SMILES,m-calpain inh,EBV gp42 inh,TNF death inh,L929 necroptosis,Rad51 HR inh,MDM2 E3 inh,Cl transport mod,eIF4E-4G inh,PERK inh
CC1CCCC(C)N1C(=O)c1cc(-c2cccs2)on1 (stereo unspecified),3,-15,1.9,5.9,-1,5,-0.45,2[fluorescence artefact?],0.0
C[n+]1ccc(/C=N/Nc2nc(Cl)c(C#N)c(Cl)c2Cl)cc1,32,-24,-4.7,0.9,11,-16,.,-2,-0.6
Cc1cc(C)n2nc(SCC(=O)Nc3c(C)n(C)n(-c4ccccc4)c3=O)nc2n1,-12,-11,-0.9,-0.1,-5,-3,2.3,0,0.2
CSc1ncc(CN2CCN(C(C)C)C(CCO)C2)cn1 (stereo unspecified),24,-7,1.5,-0.1,.,-18,1.6,-1,2.5
CCCn1c(SCC(=O)Nc2ccccc2CC)nnc1C(C)C,-19,-8,1.2,0.6,5,-20,-1.3,3[fluorescence artefact?],-1.7
O=C(O)C1C2C=CC(O2)C1C(=O)NCCC1=CCCCC1 (stereo unspecified),-9,13,-1.3,0.0,-9,-7,-1.2,1[fluorescence artefact?],1.5
N#Cc1c(C(F)(F)F)cc(-c2ccccc2)nc1SCC(=O)N1CCOCC1,4,-29,-1.1,-0.1,2,-26,.,-2,2.2
Cc1cc(C)c(S(=O)(=O)N2CCCOC2CNC(=O)C(=O)NCc2cccnc2)c(C)c1 (stereo unspecified),-14,7,0.0,0.5,-4,14,-0.39,-1,0.8
Cc1cc(C)c(C#N)c(OCC(=O)c2ccccc2)n1,14,-2,-0.1,0.5,-1,-3,-0.62,2,-0.1
Cc1ccc(-n2nc3ccc(NC(=O)/C=C/c4ccco4)cc3n2)cc1C,-90,1,-21,2.2,-1,0,0.4,-5,0.2
Cc1ccc(-n2c(SCC(=O)N3CCCC3)nc3c(c2=O)SCC3)cc1,8,-11,-1.2,2.1,.,22,-0.97,-6,-0.5
CCOc1cnc(-c2ccc(OC)cc2)o1,-12,-7,-3.3,0.6,-70,-32,1.1,0,1.4
Cc1ccccc1CS(=O)(=O)c1snnc1C,20,-2,-1.8,-0.3,0,1,1.1,-3,0.8
COc1cc(NC(=O)c2ccc3c(=O)n(Cc4ccco4)c(=S)[nH]c3c2)cc(OC)c1OC,11,-15,-6.9,0.0,8,-12,0.19,-5[fluorescence artefact?],0.8

# From PubChem
